GLP1R inv ag: acts as inverse agonist at human GLP-1 receptor; AID 624417; HEK293 GLP-1R CRE-luciferase, luminescence, 24 h; GLP-1R form is constitutively active; 1.6% of 410,000 active; Potency, µM (doses to about 38.3 µM), for the others: top-dose activity change, negative = inhibition, actives largely listed as inhibitors; note: potency is the fitted concentration of half-maximal effect; % is set by controls: 0 for no effect and ±100 for the full control effect; nearly all actives have a fitted effect of over 55% in size
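HEK293 cells stably co-expressing a cAMP-responsive luciferase reporter and constitutively active GLP-1R were seeded, incubated 12 h, then exposed to compounds for 24 h at 37 C. Luminescence was read 12 min after detection reagent; inverse agonists lower signal.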
aSyn rescue: inhibitors of alpha-synuclein toxicity in yeast | Yeast expressing alpha-synuclein, growth rescue, BacTiter-Glo, 24 h | Potency, µM (titrated, usually from 46.1 µM), for the others: at the highest dose growth rescue (activation), most hits filed as activators | 0.14% of 370,000 active | AID 652106; note: potency is the fitted concentration of half-maximal effect; % of control where 0% means no effect; nearly all actives have a fitted effect of over 65% in size
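Screening used galactose-induced yeast with toxic alpha-synuclein levels, exposed to compound for 24 hr at 30 deg C. Cell growth, read with BacTiter-Glo luminescence, gave the measured signal.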
HEK293 tox: cytotoxicity in counter-screen for GLP-1R inverse agonists; AID 624418; Potency, µM (series often up to 38.3 µM), inactives show at the top dose activity change, negative = inhibition, hits mostly inhibitors; 0.13% of 410,000 active; HEK293 cAMP-luciferase reporter cells, luminescence, 24 h;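 note: loss of luciferase light is scored as toxicity; potency is the fitted concentration of half-maximal effect; % is set by controls: 0 for no effect and ±100 for the full control effect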
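Step one: seed cells (200 cells/uL, DMEM with 10% Nu serum, 1% pen-strep). Step two: 12-hour incubation at 37 deg C. Step three: pin 23 nL compound, incubate 24 hr. Step four: add luciferase reagent, read luminescence 12 min later.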
PTHR1 ag: activates the human parathyroid hormone receptor PTHR1; Q03431; HEK293 GP2 PTHR1 cells, GloSensor cAMP luminescence, 1 h; Potency, µM (series often up to 115 µM), for inactives: at the highest dose activation, actives largely listed as activators; 0.075% of 410,000 active; AID 743266; note: potency is the fitted concentration of half-maximal effect; nearly all actives have a fitted effect of over 55% in size; some results filed as inactive show a strong effect at the top dose; inactives centre near -15; many of its hits are not listed in these tables
Target sequence (Q03431 whole entry, looked up): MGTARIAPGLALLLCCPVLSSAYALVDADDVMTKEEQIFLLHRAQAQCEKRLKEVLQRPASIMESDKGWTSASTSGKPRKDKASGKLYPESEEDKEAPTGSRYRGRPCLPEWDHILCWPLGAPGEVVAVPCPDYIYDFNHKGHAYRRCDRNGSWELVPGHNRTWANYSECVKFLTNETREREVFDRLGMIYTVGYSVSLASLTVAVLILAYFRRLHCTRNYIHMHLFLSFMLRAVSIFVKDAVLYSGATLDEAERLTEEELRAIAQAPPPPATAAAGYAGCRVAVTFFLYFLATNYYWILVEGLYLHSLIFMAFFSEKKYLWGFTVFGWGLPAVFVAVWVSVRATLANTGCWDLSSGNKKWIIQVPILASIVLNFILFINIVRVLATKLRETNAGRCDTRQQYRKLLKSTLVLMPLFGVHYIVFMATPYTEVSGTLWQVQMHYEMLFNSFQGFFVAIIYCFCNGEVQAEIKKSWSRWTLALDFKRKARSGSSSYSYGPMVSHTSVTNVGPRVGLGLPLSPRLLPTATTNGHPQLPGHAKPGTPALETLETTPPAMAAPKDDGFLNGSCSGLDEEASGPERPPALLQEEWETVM
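HEK-293-derived GP2 cells expressing PTHR1 and a GloSensor cAMP reporter, 3,000/well, plated overnight, given luciferin plus IBMX (each 0.5 mM as added) for 1 h at 37 °C, then compound for 1 h at 37 °C. Luminescence was read after 15 min at room temperature.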
TDP-43 yeast inh: rescues yeast growth from TDP-43 toxicity; 1.8% of 410,000 active; Potency, µM (highest dose often 46.1 µM), for the others: at the top dose growth rescue (activation), most hits filed as activators; TDP-43 expressing yeast growth rescue, BacTiter-Glo, 24 h; AID 652104; note: potency is the fitted concentration of half-maximal effect; % of control where 0% means no effect; nearly all actives have a fitted effect of over 50% in size
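Readout is BacTiter-Glo luminescence of cell growth, so inhibitors register as activators. TDP-43-expressing yeast at OD600=0.02 in galactose medium, after raffinose pregrowth to mid-log, were incubated with compound for 24 hr at 30 deg C.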
DRD3 antagonist: antagonists of human D3 dopamine receptor; P35462; D3R cells, DiscoveRx beta-arrestin luminescence, antagonist mode; active compounds read low; max response, negative = inhibition, %; 2.5% of 360,000 active; AID 652054; in the data active = max response below about -50%; inconclusive = no clear call, values can overlap the other calls; note: % is set by controls: 0 for no effect and ±100 for the full control effect; mostly tested at two doses, the higher about 12 µM
Target sequence (P35462 whole entry, looked up): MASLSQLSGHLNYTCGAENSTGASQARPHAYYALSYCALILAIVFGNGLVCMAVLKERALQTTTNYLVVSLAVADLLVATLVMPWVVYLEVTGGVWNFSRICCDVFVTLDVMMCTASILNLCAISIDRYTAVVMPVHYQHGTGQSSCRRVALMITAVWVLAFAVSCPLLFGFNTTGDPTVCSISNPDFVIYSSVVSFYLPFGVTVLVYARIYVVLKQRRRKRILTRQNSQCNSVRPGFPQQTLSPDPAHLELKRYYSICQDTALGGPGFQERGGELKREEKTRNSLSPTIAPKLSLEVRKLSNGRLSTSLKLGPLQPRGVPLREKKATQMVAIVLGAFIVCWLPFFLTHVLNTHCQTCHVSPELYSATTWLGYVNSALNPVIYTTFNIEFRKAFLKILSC
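Cells plated overnight at 1500 cells/well, then exposed to library compounds with dopamine controls for 90 minutes at 37 degrees C. DiscoveRx reagent added for 30–60 minutes at room temperature; luminescence read, quantitative HTS format.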
GLP-1R agonist: activates the human GLP-1 receptor. P43220. HEK293 GLP-1R CRE-luciferase, luminescence, 4-6 h; cells express a hypersensitive GLP-1R form. Potency, µM (series often up to 45.6 µM), inactives show at the top dose activation, most hits filed as activators. 0.007% of 380,000 active. AID 624172; note: potency is the fitted concentration of half-maximal effect; % of control where 0% means no effect
KB-V1 MDR tox: KB-V1 MDR subline cytotoxicity; Potency, µM (doses to about 46.1 µM), inactives show at the highest dose activity change, negative = cytotoxicity, actives largely listed as cytotoxic; AID 1347076; KB-V1 MDR cells viability, CellTiter-Glo, 72 h; 3.4% of 400,000 active; note: potency is the fitted concentration of half-maximal effect; % is set by controls: 0 for no effect and ±100 for the full control effect; nearly all actives have a fitted effect of over 60% in size
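Readout: CellTiter-Glo luminescence, 10 min after addition. Cells: KB-V1 MDR subline, 72 h at 37 degrees C with compound. Analysis: corrected, normalized data fitted to concentration-effect curves.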
D3 ag: D3 dopamine receptor (human) agonism. max activation, %. P35462. AID 652048. 0.58% of 410,000 active. D3R DiscoveRx beta-arrestin cells, luminescence, 90 min; in the data active = max activation above about 30%; note: 0% is about no effect; mostly tested at two doses, the higher about 12 µM
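Agonist mode: compounds and dopamine controls were applied to plated cells for 90 min at 37 degrees C after an overnight attachment at 1500 cells/well. Luminescent read-out followed 30 - 60 minutes at room temperature with DiscoveRx detection reagent.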
* = called active by the depositor; i = inactive; ? = inconclusive; . = not tested or not shown; & = joins results of further samples; [ ] = remark or other dose. Unless noted, calls come from the whole dose curve; as a rule, active = well fitted curve in the direction sought with a large enough effect; inconclusive = small, poorly fitted or top-dose-only effect, or another doubt; inactive = no such curve, though single readings can be large; an effect the other way counts as inactive or inconclusive. The list is partial; rates above refer to the full screens.

SMILES,GLP1R inv ag,aSyn rescue,HEK293 tox,PTHR1 ag,TDP-43 yeast inh,DRD3 antagonist,GLP-1R agonist,KB-V1 MDR tox,D3 ag
CCOc1ccc(CCNC(=O)CCCn2c(=O)c3cccn3c3cccnc32)cc1OCC,17%&7%,0%,2%&4%,-32%[inhibitor],2%&6%,1,-5%,?,-1&-12
Cc1cc(C(=O)Nc2nccs2)c2cc(F)ccc2n1,-15%,-6%,2%,i,11%,16,-1%,2%,3
CN(CC1CCN(CCc2cccc(C(F)(F)F)c2)CC1)C(=O)c1ccccc1,?,-6%,-9%,-11%,4%,?,-2%,4%,-28
COc1ccc(NC(=O)COC(=O)CC2CC3CCC2C3)c([N+](=O)[O-])c1 (stereo not given),3%,8%,-18%,-22%,-41%[inhibitor],15,0%,-2%,2
COc1cc([N+](=O)[O-])ccc1NC(=O)Nc1ccc(C(=O)N2CCCC2)cc1,10%,0%,-5%,-56%[inhibitor],?,5,-1%,.,2
COC(=O)N1CCN(c2ccc(C)cc2)C(C)C1 (stereo not given),4%,-1%,2%,-4%,-7%,3,-4%,10%,-6
Cc1ccc(S(=O)(=O)CCC#N)cc1,-4%,-12%,-4%,i,9%,3,-2%,23%,14
COc1ccc(NC(=O)Nc2nnc(C(C)C)s2)cc1,68%[activator],6%,10%,11%[57.5 µM],-24%,18,6%,16µM*,-13
COc1ccc(-n2cc(CNC3CCOCC3)c(-c3cccc(F)c3)n2)cc1,?,0%,?,-15%,-16%,0,10%,?,-8
O=C(Cn1cnc2c(nnn2Cc2ccc(Cl)cc2)c1=O)NC1CCCC1,7%,1%,1%,i,-7%,-15,-3%,10%,0
Cn1nc([N+](=O)[O-])nc1Sc1ccc(C(C)(C)C)cc1,0%,11%,-1%,-46%,28%,-10,-3%,?,0
Cc1ccc(CNC(=O)CSc2ncn[nH]2)cc1,6%,-1%,-2%,i,-5%,5,-1%,6%,10
O=C(CCc1c[nH]c2ccccc12)NCC1CCCO1 (stereo not given),2%,4%,-2%,-11%,15%,4,-5%,6%,1
CCCCNc1ccc(C(CC(N)=O)NC(=O)Cc2cccc3ccccc23)cc1[N+](=O)[O-] (stereo not given),14%,-4%,2%,-9%,-2%,-4,1%,27%,-8
CCOC(=O)c1c(C)c(C(=O)NCc2ccccc2OC)c(C)n1C,16%,-25%,-4%,i,-31%[inhibitor],-8,14%,-17%,-16
O=C(NCc1cccnc1)c1ccc(Cl)c(S(=O)(=O)N2CCCCCC2)c1,-10%,9%,-2%,-22%,-10%,2,7%,?,-3
O=C(Nc1c(C(=O)c2ccccc2)oc2ccccc12)c1cc(-c2ccccc2O)n[nH]1,-28%,-21%,?,i,23%,-8,0%,?,-4
Cc1cc(N2CCN(C)CC2)nc2ccc(NC(=O)Nc3ccc(F)cc3F)cc12,-21%,.,-7%,i,11%,.,.,15%,-5
CCS(=O)(=O)N1CCc2cc(C(=O)NCc3ccccc3OC)ccc21,17%,.,-5%,i,6%,.,.,-7%,3
CCCS(=O)(=O)c1nc(S(=O)(=O)c2ccc(C)cc2)c(N2CCC(C)CC2)s1,?,-11%,2%,-13%,-10%,-6,9%,12%,1
Nc1nnnn1/N=C/c1cc(Cl)cc(Cl)c1O,-18%,3%,.,-10%,-17%,-29,5%,17%,-10
Cc1cc(C(=S)N2CCOCC2)c(C)n1-c1ccc(Cl)cc1,-35%,4%,-18%,i,42%,1,2%,?,-4
COc1ccc(CNCc2ccncc2)cc1OC,36%,0%,21%,i,17%,-1,14%,0%,3
COc1cccc2cc(C(=O)NCCc3c(C)[nH]c4ccc(F)cc34)c(=O)oc12,16%,-13%,4%,-7%,9%,.,-2%,2%,-7
CCn1c(=O)c([N+](=O)[O-])c(NCC2CCCO2)c2ccccc21 (stereo not given),5%,-2%,-8%,-2%,2%,-24,-2%,?,11
Cn1cc(S(=O)(=O)NC2CCCCC2)c(=O)n(C)c1=O,-6%,2%,1%,i,-7%,8,-1%,12%,2
COc1ccccc1C(=O)NNc1ncc(C)s1,2%,12%,-24%,i,17%,1,15%,-13%,0
Cc1ccc(-c2oc3ncnc(N)c3c2-c2ccc(C)cc2)cc1,0%,1%,24%,?,-19%,26,13%,16%,17
CCOC(=O)c1ccc(S(=O)(=O)N2CCN(S(=O)(=O)CC)CC2)cc1,0%,-2%,-4%,i,-8%,3,-15%,-23%,-2
COc1ccc(-c2cc(C(C)=O)c(C)n2CCC(=O)Nc2cc(Cl)ccc2C)cc1,-4%,.,3%,?,6%,.,.,?,-16

Additional records
SMILES,GLP1R inv ag,aSyn rescue,HEK293 tox,PTHR1 ag,TDP-43 yeast inh,DRD3 antagonist,GLP-1R agonist,KB-V1 MDR tox,D3 ag
COc1ccc2[nH]c3c(=O)n4c(nc3c2c1)SCCC4,53%[activator],-4%,19%,i,-6%,8,12%,-21%,3
Cc1csc2nc(COC(=O)c3ccc(NC(=O)COc4ccccc4F)cc3)cc(=O)n12,?,.,-10%,-29%,?,.,.,.,4
CCOC(=O)c1c(N)sc2c1CCC(C)C2 (stereo not given),11%,-9%,9%,-6%[57.5 µM],27%,-9,4%,2%,5
Nc1nonc1C(=O)NCCN=Cc1cc(Cc2ccccc2)cc(Br)c1O,?,-60%[inhibitor],?,-23%,-92%[inhibitor],?,-12%,-14%,-10
COc1cc(NC(=O)NCC2CCN(Cc3ccccc3F)CC2)cc(OC)c1,?,-5%,-6%,i,-3%,?,7%,0%,-20
Clc1ccc(C2=NN(c3ccccc3)C(c3ccco3)C2)cc1 (stereo not given),-15%,5%,169%[activator],-8%,-12%[1.82 µM],20,7%,6%,-5
CCCCC1(CC)C(=O)NC(=O)NC1=Nc1ccc(OC)cc1 (stereo not given),4%,0%,-7%,i,-8%,-6,3%,-30%,0
COc1ccc(NC(=O)CCSc2ccc3ccccc3n2)cc1,7%,-3%,1%,-5%,30%,-10,4%,-4%,-2
Cc1nc2sccn2c(=O)c1S(=O)(=O)NCC(C)c1ccccc1 (stereo not given),-2%,-9%,2%,i,14%,-17,-4%,0%,-4
CC(C)C(=O)Nc1ncc(Cc2ccc(Cl)cc2)s1,?,-6%,-1%,-34%,-8%,-4,20%,?,4
O=C(O)c1cccc(-n2cccc2/C=C/[N+](=O)[O-])c1,5%,10%,-14%,i,6%,-7,0%,-6%,-15
Cc1cc(C(F)F)n2ncc(C(=O)NC3CCCCCC3)c2n1,55%[activator],9%,-1%,i,-3%,-52*,14%,-12%,-4
CCOC(=O)C1=C(C)NC2=C(C(=O)CC(c3cccs3)C2)C1c1cccs1 (stereo not given),?,0%,?,i,4%,-82*,0%,15µM*,-7
COC(=O)c1cc(Cn2nc(C(=O)O)c3ccccc3c2=O)oc1C,26%,-1%,12%,i,-1%,30,13%,-6%,8
Cc1ccc(C)c(NC(=O)Cn2c(=O)ccc3cc(S(=O)(=O)N4CCCC4)ccc32)c1,1%,1%,0%,-25%,0%,.,18%,?,5
O=C(O)c1ccc(N2CC3CC(C2)c2cccc(=O)n2C3)c(NC(=S)Nc2ccc(Br)cc2)c1 (stereo not given),?,-14%,-2%,-9%,-22%[0.397 µM],10,0%,?,-8
O=S(=O)(Cc1ccccc1)Oc1ccccc1,-17%,14%,2%,-3%,2%,-8,11%,14%,-10
CNC(=O)c1cc2cc(Cl)cc(OC)c2oc1=O,-13%,11%,6%,-46%[inhibitor],0%,-24,3%,?,2
Cc1ccc(S(=O)(=O)Nc2cc(=O)[nH]c(SCC(=O)Nc3ccccc3C(F)(F)F)n2)cc1,4%,5%,-2%,i,-6%,4,1%,26%,3
C[C@H](NC(=O)Nc1cccc(C(F)(F)F)c1)C(=O)O,-3%,0%,-7%,-34%[inhibitor][57.5 µM],-18%,8,-14%,0%,2
Cc1ccc(NC(=O)C(NC2CCCC2)c2ccccc2)cc1Cl (stereo not given),?,-6%,2%,-5%,14%,2,7%,?,-7
COc1ccc(NS(=O)(=O)c2cc(NC(=O)C(CC(C)C)NC(N)=O)ccc2N2CCOCC2)cc1 (stereo not given),17%,6%,-18%,-46%[inhibitor],2%,11,-5%,-7%,-4
COC(=O)C(C)N=Cc1ccccc1 (stereo not given),-19%,1%,9%,i,-1%[9.22 µM],-10,0%,-7%,-20
Cc1nc(NCCc2ccccc2)c2oc3ccccc3c2n1,?,-16%,-3%,-19%[57.5 µM],11µM*,10,25%,23µM*,15
CCO/C=C1/C(=O)N(c2ccc(OC)cc2)C(=O)c2ccccc21,5%,11%,20%,i,-5%,7,2%,15%,-2
O=C(Nc1nnc(Cc2ccc(Cl)cc2)s1)c1cccs1,0%,7%,4%,i,6%,2,-9%,-53%,-3
C[C@@]12C(=O)Nc3ccc(Br)cc3C(=O)N1[C@H]1c3cc(Cl)ccc3OC[C@@H]1[C@@H]2c1ccccc1,?,0%,-18%,i,4%,-22,-2%,-1%,-6
CCn1c(=S)sc2c(=O)n(CC(=O)Nc3cccc(OC)c3)c(C)nc21,10%,10%,-3%,i,-1%,3,-2%,-29%,-10

Some entries already given, limited to GLP-1R agonist and TDP-43 yeast inh:
smiles,GLP-1R agonist,TDP-43 yeast inh
COc1ccc(NS(=O)(=O)c2cc(NC(=O)C(CC(C)C)NC(N)=O)ccc2N2CCOCC2)cc1 (stereo not given),-5%,2%
COC(=O)C(C)N=Cc1ccccc1 (stereo not given),0%,-1%[9.22 µM]

Screening data (PubChem BioAssay)
